IMP-1 inh – inhibitors of Pseudomonas aeruginosa IMP-1 metallo-beta-lactamase; purified IMP-1, nitrocefin hydrolysis, epi-absorbance fluorescence; inhibition, % at 5.6 µM; 290,000 compounds, 0.45% hits;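 active = inhibition above the mean plus 3 SD of all compounds in the same screening run, cut at about 4.5% in these data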;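 note: 0% = IMP-1 with DMSO and 100% = DMSO wells lacking enzyme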
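system = purified recombinant IMP-1 beta-lactamase | amount = 0.2 nM IMP-1, as dispensed | medium = HEPES buffer pH 7.1 with ZnSO4 and Brij 35 | times = 25 °C, 15 min preincubation, 25 min reaction | detection = plate fluorescence quenching by hydrolysis product, ex 480/em 530 nm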
VIM-2 inh – inhibitors of Pseudomonas aeruginosa VIM-2 metallo-beta-lactamase; 290,000 compounds, 0.89% hits; purified VIM-2, nitrocefin hydrolysis, epi-absorbance fluorescence; inhibition, % at 5.6 µM;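 active = inhibition above the mean of all tested compounds plus 3 SD, cutoff set per screening run, cut at about 7.5% in these data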;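 note: red hydrolysis product quenches plate fluorescence so inhibitors raise well fluorescence; 0% = enzyme with DMSO and 100% = DMSO without enzyme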
DNA FID counter – fluorescent intercalator displacement, NS3 helicase counter-screen. DNA fluorescent intercalator displacement, fluorescence. inhibition, % at 7.9 µM. 290,000 compounds, 0.17% hits; in the data active = inhibition above about 37%;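 note: 0% = vehicle and 100% = reference compound; higher means more ethidium bromide displaced from hairpin DNA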
IDE cell activ – boosts human insulin-degrading enzyme activity in HEK cells | 340,000 compounds, 0.073% hits | P14735 | activation, % at 5.96 µM | FAbeta-B cleavage, fluorescence polarization; 0% vehicle, 100% cell-free pure enzyme wells;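 active = activation above the mean of all tested compounds plus 3 SD, set per screening campaign, cut at about 17% in these data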
UBC9 SUMO inh – inhibitors of human SUMOylation (UBC9) | 290,000 compounds, 0.36% hits | inhibition, % at 35 µM | HTRF SUMOylation assay, SAE1/SAE2 + UBC9, in vitro; in the data active = inhibition above about 50%, passing the limit was not always enough; note: strong numbers were not always called active
Target sequence (P63279 whole entry, looked up): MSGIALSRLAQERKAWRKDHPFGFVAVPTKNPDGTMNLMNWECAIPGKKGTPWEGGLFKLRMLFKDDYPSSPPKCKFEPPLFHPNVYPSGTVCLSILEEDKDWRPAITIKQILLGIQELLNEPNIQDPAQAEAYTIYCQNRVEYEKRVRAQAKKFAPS
MEKK3 PB1 HTS – modulators (inhibitors or enhancers) of MEK5 binding to human MEKK3 PB1 domain | AID 1529 | Q99759 | bead-based flow cytometry, Alexa488-MEK5 binding to MEKK3; actives lie on both sides; 0 = blocked by unlabeled MEK5, 100 = vehicle | 290,000 compounds, 1.4% hits | binding response (% of control), % at 10 µM;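 active = binding response more than 3 SD above or below the average of its plate-row segment, actives on both sides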;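 note: Alexa488 bead fluorescence after subtracting the streptavidin-only scavenger bead signal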
Target sequence (Q99759 whole entry, looked up, the tested form may be a part): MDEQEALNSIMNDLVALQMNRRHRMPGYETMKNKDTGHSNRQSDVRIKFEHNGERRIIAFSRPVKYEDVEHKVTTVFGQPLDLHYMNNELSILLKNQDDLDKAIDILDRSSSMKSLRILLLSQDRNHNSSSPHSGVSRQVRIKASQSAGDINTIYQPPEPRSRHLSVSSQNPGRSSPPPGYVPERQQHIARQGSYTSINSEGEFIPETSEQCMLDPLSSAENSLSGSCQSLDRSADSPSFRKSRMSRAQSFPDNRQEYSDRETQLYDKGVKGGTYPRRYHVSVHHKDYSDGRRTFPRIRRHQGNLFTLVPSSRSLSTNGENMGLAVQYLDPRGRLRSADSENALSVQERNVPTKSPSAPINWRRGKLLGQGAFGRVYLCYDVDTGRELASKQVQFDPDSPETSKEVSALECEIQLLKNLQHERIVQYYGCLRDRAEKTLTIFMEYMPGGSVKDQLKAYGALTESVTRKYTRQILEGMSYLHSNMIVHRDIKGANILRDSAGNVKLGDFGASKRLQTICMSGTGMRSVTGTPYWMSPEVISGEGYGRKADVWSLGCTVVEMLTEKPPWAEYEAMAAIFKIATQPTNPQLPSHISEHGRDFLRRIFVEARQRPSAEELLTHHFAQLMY
HCV NS3 hel inh – inhibitors of Hepatitis C virus NS3 helicase. NS3 helicase DNA unwinding, Cy5 molecular beacon fluorescence. inhibition, % at 10.9 µM. 290,000 compounds, 0.56% hits;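 active = inhibition above the mean of all tested compounds plus 3 SD, set per campaign, cut at about 35% in these data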;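 note: 0% = DMSO wells and 100% = thioflavine S control wells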
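Material: hepatitis C virus NS3 helicase domain fragment enzyme; measured by: Cy5 fluorescence, 0 and 60 min reads; control set: DMSO and thioflavine S; incubation: 60 min unwinding reaction at 25 °C after ATP addition; read-out basis: % inhibition from 60/0 min fluorescence ratio, DMSO 0%, thioflavine S 100%; repeats: singlicate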
PHOSPHO1 block – inhibitors of human PHOSPHO1 phosphatase | Q8TCT1 | recombinant PHOSPHO1, absorbance phosphatase assay | inhibition, % at 13.3 µM | 290,000 compounds, 1.1% hits; in the data active = inhibition above about 60%
Target sequence (Q8TCT1 whole entry, looked up): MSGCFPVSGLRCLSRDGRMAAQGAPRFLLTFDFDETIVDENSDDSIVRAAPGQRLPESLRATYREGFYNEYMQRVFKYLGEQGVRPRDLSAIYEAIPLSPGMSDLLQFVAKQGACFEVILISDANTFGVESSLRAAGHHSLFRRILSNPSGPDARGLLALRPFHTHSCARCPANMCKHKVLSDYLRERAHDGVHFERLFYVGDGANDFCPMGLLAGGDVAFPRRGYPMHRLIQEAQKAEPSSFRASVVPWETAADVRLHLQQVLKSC
p-CIP stab down – p/CIP protein destabilization | Q05BA5 | F442A p/CIP-EGFP cells, EGFP fluorescence, 16 h | decrease of EGFP signal, % at 10 µM | 290,000 compounds, 0.01% hits;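 active = EGFP signal decrease of at least 30% at 10 µM or well 3 SD below plate mean, unless failing retest; inactive = the rest, including hits failing retest or dose response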; note: some compounds called inactive have numbers as strong as hits; many of its hits are not listed in these tables
Numbers without * were called inactive; nt = no result given; & = joins results of further samples.

SMILES	IMP-1 inh	VIM-2 inh	DNA FID counter	IDE cell activ	UBC9 SUMO inh	MEKK3 PB1 HTS	HCV NS3 hel inh	PHOSPHO1 block	p-CIP stab down
CC(=NCCC1=CCCCC1)c1c(O)[nH]c(=O)[nH]c1=O	3.9	-0.2	-6	4	21	102	-1	16	-8
Cc1c(CC(=O)N2C[C@H]3C[C@@H](C2)c2cccc(=O)n2C3)c(=O)oc2cc(O)c(Cl)cc12	-3.9	-2.1	-11	3	50	102	-3	-2	-11
Cc1ccc2cccc(OC(=O)N3CCCC3)c2n1	-0.6	-0.4	-5	-1	1	84	3	-20	4
CCCCn1c(=O)c(C(=O)Nc2ccsc2C(=O)OC)c(O)c2ccccc21	-1.5	0.5	-4	6	8	89	-4	-22	-4
O=C(CCNC(=O)N1C[C@H]2C[C@@H](C1)c1cccc(=O)n1C2)Nc1cccc(Cl)c1	-0.2	-3.5	-11	0	16	102	13	29	-4
CC(=O)Nc1ccccc1C(=O)OCC(=O)c1cccc2ccccc12	-3.5	0.6	-24	5	-9	98	-12	15	0
CC(Cc1ccccc1)NC(=O)NC(C)Cc1ccccc1 (centres undefined)	4.3	-2.3	-6	7	11	106	-5	-14	-8
O=C(Cc1ccccc1)OCC(=O)c1ccccc1	-1.9	1.6	-7	5	5	99	-3	-1	-16
COc1cccc(/C=C2\N=C(c3cncc(Br)c3)OC2=O)c1	-4.5	-4.5	-30	-3	12	105	27	-16	-7
COc1ccc2[nH]cc(CCNCc3cccnc3)c2c1	-1.2	0.6	6	5	11	110	7	29	-10
CC(C)(C)c1ccc(OC(=O)N2CCCCC2)cc1	-0.8	-2.1	1	5	20	85	-1	27	6
COc1ccc(-n2c(O)c(C=NCCCn3ccnc3)c(=O)[nH]c2=O)cc1	-5.0	-0.5	-2	7	10	102	9	-16	-6
Cc1ccc2nc(-c3ccncc3)cc(C(=O)N3CCC4(CC3)OCCO4)c2c1	-1.6	-1.9	-24	1	12	103	-4	-18	-1
Cc1cccc(-n2c(O)c(/C=N/NC(=O)c3ccncc3)c(=O)[nH]c2=O)c1	-1.4	-1.4	-16	nt	10	110	5	2	-2
CCN(CC)c1ccc(CN2CC=C(c3ccc(F)cc3)CC2)cc1	-3.4	-5.1	6	4	0	102	-35	-34	4
Cc1cc(C(=O)C[N+]23CCN(CC2)CC3)c(C)n1-c1ccc(Br)cc1	-2.9	0.1	7	-1	7	146*	-3	-137	-6
CCC(C)N1C(=O)/C(=C\c2cc3c4c(c2)CCCN4CCC3)C(=O)NC1=S (centres undefined)	-0.6	1.1	-29	-2	19	76	-9	19	-6
Clc1ccccc1NC1=NCCCS1	-2.7	-2.9	-3	6	16	101	8	39	-2
CCOC(=O)C1(CCc2ccccc2)CCN(C(C)CSC)CC1 (centres undefined)	-1.8	-2.5	5	-4	nt	104	-19	nt	nt
CCCC1(CCC)C(=O)NC(=Nc2ccc(C)cc2)NC1=O	-2.6	-2.5	-6	nt	1	104	5	21	-26
CCN(CC)c1ccc(CC2C(=O)N(C)C(=O)N(C)C2=O)cc1	-2.6	-2.5	-6	-3	3	99	-1	7	-2
O=C(N/N=C/c1c(O)n(Cc2ccccc2)c(=O)[nH]c1=O)c1ccccc1O	-4.3	-3.6	-24	5	-9	105	29	4	-14
Fc1c(F)c(F)c(N2CCNCC2)c(F)c1F	-1.7	-1.0	2	-2	6	99	1	28	-10
NNC(=O)c1nc[nH]c1C(=O)Nc1ccc(Cl)cc1C(=O)c1ccccc1	-4.2	-3.4	-6	1	-23	103	1	34	8
CC(Cc1ccccc1)N1C(=O)c2ccccc2C1=O (centres undefined)	-0.4	0.5	-6	4	-1	98	3	5	-19
CCCCn1c(O)c(/C=N/NC(=O)c2ccncc2)c(=O)[nH]c1=S	-2.4	-3.5	-19	6	8	89	16	-6	4
CCCCn1c(O)c(C(C)=NC(Cc2c[nH]c3ccccc23)C(=O)OC)c(=O)[nH]c1=O (centres undefined)	-2.1	0.3	-18	4	-2	97	7	9	6
Cn1ccnc1P(=S)(c1nccn1C)c1nccn1C	-2.9	-3.0	-2	-3	-4	103	3	28	-7
COc1ccc(CN2CCNCC2)c(OC)c1OC	-1.3	0.9	14	4&3	1	101	2	-99	1
CCCCOc1ccc(CN2CCN(CCO)CC2)cc1	-4.0	-5.1	12	-1	-11	108	-1	17	-5
N#CCN1CCN(c2ccc(C(F)(F)F)cc2)CC1	-1.7	-1.5	-7	1	9	98	-2	4	-7
CCCCn1c(C)c(C(=O)O)c2cc(OC)c3ccccc3c21	-2.1	-1.4	-16	1	6	107	0	5	-4
CC(C)(C)c1ccc(O)c(CN2CCN(c3ccccc3)CC2)c1	-5.0	-1.3	0	9	4	111	5	14	-14
Cc1ccc(-n2c(O)c(C=NCCN(C)C)c(=O)[nH]c2=O)cc1	-5.5	-4.6	-1	0	17	98	6	-12	-2
O=C(Nc1ccc(Cl)cc1C(=O)c1ccccc1)c1ccco1	-1.5	-5.3	-1	3	0	84	-6	46	-7
O=c1[nH]c(=O)n(CCC2=CCCCC2)c(O)c1C=NCCN1CCNCC1	-0.4	-0.5	-6	1	-18	nt	-10	23	-2
O=C1NC(c2cccnc2)Nc2sc3c(c21)CCCC3 (centres undefined)	0.8	0.4	-4	2	21	105	3	-13	-3
O=C(NCCCn1ccnc1)C(Cl)(Cl)Cl	-3.7	-1.7	2	2	6	101	-3	42	-13
C[N+](C)(C)c1ccccc1	-1.2	0.2	0	-1	8	105	0	28	-15
S=C(NCCc1ccccc1)NCCc1cnc[nH]1	-7.5	-3.0	3	0	10	98	-3	34	-3
COc1ccc(C)cc1NC1=NCCCS1	-1.5	-1.4	-2	3	13	nt	7	19	1
CN1C(=O)N(C)C(=O)C2(Cc3cc(NC(=O)c4ccc(F)cc4)ccc3N3CCCC32)C1=O (centres undefined)	-0.1	0.5	-14	7	12	96	-15	32	5
Cn1c(=O)cc(OCC(=O)N2CCN(C3CCCCC3)CC2)c2ccccc21	-2.5	-1.9	-7	4	-5	102	9	-2	10
CN1CCCC(C(=O)c2ccc(-c3ccccc3)cc2)C1 (centres undefined)	0.1	1.0	9	4	8	101	-19	13	4
COC(=O)CSC1=NP(=S)(SCC(=O)OC)N2CCCC2=C1C#N (centres undefined)	-0.3	-1.6	-3	4	1	102	0	67*	-8
CCc1ccc(OCC(=O)N2CCN(Cc3ccc4c(c3)OCO4)CC2)cc1	-3.4	-3.5	-27	0	6	94	-8	43	-1
COC(=O)C1(C(=O)O)Cc2cc([N+](=O)[O-])ccc2N2CCCC21 (centres undefined)	-4.2	-1.5	-5	0	17	102	9	42	-3
CN(C)C(CNC(=O)Cc1c(Cl)cccc1Cl)c1ccccc1 (centres undefined)	-0.3	2.0	9	2	-6	55	-2	20	21
CC(=NCC1CCCO1)c1c(O)n(C)c(=O)n(C)c1=O (centres undefined)	1.5	-0.6	0	4	-14	101	7	7	-4
O=[N+]([O-])c1ccc(NC2CCCC2)c2ccncc12	-1.1	2.2	-8	1	11	105	10	30	-7

Continued:
SMILES	IMP-1 inh	VIM-2 inh	DNA FID counter	IDE cell activ	UBC9 SUMO inh	MEKK3 PB1 HTS	HCV NS3 hel inh	PHOSPHO1 block	p-CIP stab down
N#Cc1ccc(/C=C/C(=O)O)cc1	-2.3	-2.5	-1	10	16	92	-3	28	-5
Cc1nn(Cc2ccccc2)c(C)c1C(=O)NC1CCCc2ccccc21 (centres undefined)	-3.3	-2.1	-33	4	6	102	2	-10	-11
CN(C)C(=O)Oc1c(Cl)cc(Cl)c2cccnc12	0.1	-1.0	-6	5	9	100	-11	20	-5
CCCC(C)C1(CC)C(=O)NC(=Nc2ccccc2OC)NC1=O (centres undefined)	-1.1	-1.3	-7	-3	27	102	2	-18	-21
O=C(C1CCC(=O)N1Cc1ccc(F)cc1)N1CCC2(CC1)OCCO2 (centres undefined)	3.4	1.5	-9	3	23	92	-10	-1	-13
CN1CCN(c2nc3ccccn3c(=O)c2C=C2C(=O)N(C)C(=O)N(C)C2=O)CC1	-1.1	-2.8	0	1	-7	135*	3	-1	-10
CC12CN3CC(C)(CN(C1)C31CCSCC1)C2=O	-0.1	-1.6	-4	4	29	109	3	-9	3
O=C1NC(=O)N(CCC2=CCCCC2)C(=O)/C1=C\c1cccs1	-1.1	-1.5	-6	-1	4	103	16	-14	5
COc1ccc(CCNCc2ccc(Br)cc2)cc1OC	-0.7	-0.9	6	0	-17	102	-6	-12	12
CN1C(=O)NC(=O)/C(=C/c2ccc([N+](=O)[O-])o2)C1=O	-0.2	2.7	-5	nt	18	91	18	17	-11
COc1ccc(C(O)P(=O)(Oc2ccccc2)Oc2ccccc2)cc1 (centres undefined)	0.4	0.1	-27	4	13	105	-10	20	-16
N#CCCn1cc(C(=O)Nc2ccc([N+](=O)[O-])cc2)c(-c2ccc3c(c2)OCCO3)n1	-2.9	-0.4	21	3	-17	102	1	-22	-8
COc1ccc(CNCCc2c[nH]c3ccccc23)c(OC)c1OC	-0.5	-2.5	6	5	-10	105	-8	nt	6
CCC(=O)Nc1ccc(N2CCN(CC)CC2)c(Cl)c1	-0.2	-0.8	-1	9	12	nt	3	45	-11
CN(C)C(=O)Oc1cccc(NC(=O)c2ccccc2C(F)(F)F)c1	-1.5	-0.2	-4	8	19	82	-5	4	-11
C[C@@H]1C(=O)O[C@@H]2[C@H](O)C34[C@@H]5OC(=O)C3(O[C@H]3OC(=O)[C@H](O)C34[C@H](C(C)(C)C)[C@H]5O)[C@@]12O (some centres undefined)	-4.1	-3.2	-6	2	-22	98	9	-9	-5
O=c1[nH]c2ccccc2o1	-0.6	-1.2	1	1	20	82	2	-14	7
COP(=O)(CC(=O)O)c1ccccc1 (centres undefined)	3.6	-1.0	4	7	6	108	-4	9	-2
CC12CN3CN(C1)CC(c1ccccc1)(C3)C2=O	-3.2	-1.9	4	2	8	104	-1	-10	0
NCCCCCC(=O)OC1N=C(c2ccccc2Cl)c2cc(Br)ccc2NC1=O (centres undefined)	-2.1	0.0	18	4	9	98	-60	-3	-3
Cc1cccc(OCCn2cccc2/C=C2/C(=O)NC(=O)N(Cc3ccco3)C2=O)c1	-0.5	2.5	-23	nt	41	75	-5	12	-12

Laid out differently: three of the compounds above
> O=C(CCNC(=O)N1C[C@H]2C[C@@H](C1)c1cccc(=O)n1C2)Nc1cccc(Cl)c1
  IMP-1 inh = -0.2
  VIM-2 inh = -3.5
  DNA FID counter = -11
  IDE cell activ = 0
  UBC9 SUMO inh = 16
  MEKK3 PB1 HTS = 102
  HCV NS3 hel inh = 13
  PHOSPHO1 block = 29
  p-CIP stab down = -4

> CC(=O)Nc1ccccc1C(=O)OCC(=O)c1cccc2ccccc12
  IMP-1 inh = -3.5
  VIM-2 inh = 0.6
  DNA FID counter = -24
  IDE cell activ = 5
  UBC9 SUMO inh = -9
  MEKK3 PB1 HTS = 98
  HCV NS3 hel inh = -12
  PHOSPHO1 block = 15
  p-CIP stab down = 0

> CC(Cc1ccccc1)NC(=O)NC(C)Cc1ccccc1 (centres undefined)
  IMP-1 inh = 4.3
  VIM-2 inh = -2.3
  DNA FID counter = -6
  IDE cell activ = 7
  UBC9 SUMO inh = 11
  MEKK3 PB1 HTS = 106
  HCV NS3 hel inh = -5
  PHOSPHO1 block = -14
  p-CIP stab down = -8

An excerpt; count on the stated rates, not on these rows.
